mIAP inh: blocks mouse intestinal alkaline phosphatase; actives 0.2% (n = 330,000); inhibition, % at 10 µM; purified mouse IAP, CDP-Star luminescence, 30 min;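 active means inhibition of at least 40% at 10 µM in the primary screen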;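 further: plate controls were DMSO with enzyme for no effect and no enzyme wells for full effect; values of inactives mirror those of a sister screen read the other way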
hIAP inh: human IAP inhibition | P09923 | purified IAP, CDP-Star luminescence, 30 min | inhibition, % at 10 µM | actives 0.12% (n = 330,000) | AID 2544;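 active means inhibition reaching a set limit with compound at 10 µM in the primary screen, cut at about 35% in these data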;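 further: plate controls were DMSO wells with enzyme for no effect and no-enzyme buffer wells for full effect; values of inactives mirror those of a sister screen read the other way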
Target sequence (P09923 whole entry, looked up): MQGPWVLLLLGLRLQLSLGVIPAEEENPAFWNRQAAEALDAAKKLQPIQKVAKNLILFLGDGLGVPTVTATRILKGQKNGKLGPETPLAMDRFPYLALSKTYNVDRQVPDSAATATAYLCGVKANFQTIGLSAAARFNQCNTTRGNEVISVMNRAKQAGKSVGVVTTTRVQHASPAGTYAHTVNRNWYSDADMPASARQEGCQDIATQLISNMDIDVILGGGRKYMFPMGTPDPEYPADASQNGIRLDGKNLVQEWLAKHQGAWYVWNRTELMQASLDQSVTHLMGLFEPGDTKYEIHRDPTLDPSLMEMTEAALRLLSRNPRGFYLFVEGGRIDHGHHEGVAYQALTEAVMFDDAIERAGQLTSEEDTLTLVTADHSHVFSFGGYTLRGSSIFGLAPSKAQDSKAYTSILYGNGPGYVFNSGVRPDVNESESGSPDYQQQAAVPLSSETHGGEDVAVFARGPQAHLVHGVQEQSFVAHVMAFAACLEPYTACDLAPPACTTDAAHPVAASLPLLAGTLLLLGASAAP
Apaf1 inhib: inhibitors of human Apaf-1 apoptosome. O14727. reconstituted apoptosome caspase-3 activity, DEVD-Rh110 fluorescence. inhibition, % at 20 µM. actives 0.71% (n = 330,000). AID 489030; active means inhibition of at least 40% at 20 µM;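 further: plate controls were DMSO wells for no effect and DEVD-CHO caspase inhibitor wells for full effect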
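System – cell-free apoptosome with Apaf-1, procaspase-3 and caspase-9 · Buffer or medium – pH 7.5 Hepes buffer with CHAPS, BSA, DTT · Also added – cytochrome c with DEVD-Rh110 · Times – 30 min compound preincubation, 50 min activation, room temperature · Technique – Rh110 fluorescence intensity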
hIAP activ: human IAP activation; P09923; purified human IAP, CDP-Star luminescence, 30 min; active compounds read high; 1 = vehicle-only enzyme, 0 = enzyme-free background; activation factor at 10 µM; actives 0.16% (n = 330,000); AID 2524;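 active means activation factor of the enzyme at least 2-fold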; further: the source names both 10 and 20 µM as test concentration; values of inactives mirror those of a sister screen read the other way
NALP3 yeast inh: NALP3 inhibition in yeast. Yeast reconstituted NLRP3/ASC/caspase-1, beta-gal luminescence, 24 h. inhibition, % at 10 µM. actives 0.39% (n = 330,000);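 active means inhibition of 50% or more; inactive means inhibition below 50%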;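 further: plate controls were induced DMSO wells for no effect and uninduced yeast grown without galactose for full effect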
TIM10 inh: growth inhibitors of TIM10 yeast strain; S. cerevisiae TIM10 strain growth, BacTiter-Glo luminescence, 24 h; actives 1.4% (n = 330,000); inhibition, % at 10 µM;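 active means inhibition of 40% or more at the single tested concentration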;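 further: wild-type TIM10 isogenic control strain grown at permissive 25 °C; 0% = DMSO yeast wells and 100% = minimal medium wells without yeast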
tim10-1 inh: tim10-1 yeast growth inhibition; S. cerevisiae tim10-1 ts strain growth, BacTiter-Glo, 24 h; inhibition, % at 20 µM; actives 2.2% (n = 330,000);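 active means inhibition of at least 40%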;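 further: mutant grown at 25 °C; 0% = DMSO wells with yeast and 100% = wells holding no yeast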
ATG4B inhibitor: blocks human ATG4B protease cleavage of LC3 substrate. actives 0.51% (n = 340,000). Q9Y4P1. ATG4B cleavage of LC3-PLA2, NBD-HPC fluorescence, 1 h. inhibition, % at 8.33 µM; in the data active means inhibition above about 40%
mIAP act: increases mouse intestinal alkaline phosphatase activity. muIAP, CDP-Star luminescence, 30 min; active compounds read high; 1 = vehicle-only enzyme signal, 0 = enzyme-free wells. activation factor at 10 µM. actives 0.24% (n = 330,000). AID 2805;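 active means activation factor of at least 2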; further: the source names both 10 and 20 µM as test concentration; values of inactives mirror those of a sister screen read the other way
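Assay system: mouse IAP enzyme; reagent: chemiluminescent substrate CDP-Star; dosing: test compounds delivered from DMSO solution; schedule: 30 min at room temperature; measured by: luminescence from enzymatic CDP-Star hydrolysis; controls: DMSO-only wells and no-enzyme negative control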
* = called active by the depositor.

SMILES	mIAP inh	hIAP inh	Apaf1 inhib	hIAP activ	NALP3 yeast inh	TIM10 inh	tim10-1 inh	ATG4B inhibitor	mIAP act
O=C(CCN1CCN(CCO)CC1)N1c2ccccc2Sc2ccc(C(F)(F)F)cc21	5.3	-2.5	7.8	1.02	7.3	14.4	29.7	-1.0	0.947

Screens: PubChem, Sanford-Burnham Center for Chemical Genomics

These rows are one share of the data. The share of hits here may be higher or lower than overall.
